Screening data deposited in PubChem by The Scripps Research Institute Molecular Screening Center.
OXTR ag – activates the human oxytocin receptor; AID 2435; CHO-OTR cells, Fluo-8 calcium fluorescence; normalized: DMSO 0%, oxytocin 100%; activation, % at 3 µM; 320,000 compounds, 0.32% hits; P30559;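 active = activation above the mean of all tested compounds plus 3 SD, cutoff set per screening run, cut at about 20% in these data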;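 note: peak over basal fluorescence ratio from a 100 s FLIPR kinetic read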
TAAR1 antag – human TAAR1 antagonism | 360,000 compounds, 1.5% hits | CHO RD-HGA16 TAAR1, Fluo-8 calcium fluorescence, antagonist | inhibition, % at 3 µM | Q96RJ0 | AID 624466;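 active = inhibition above a per-plate cutoff, the mean inhibition of test compounds on that plate plus 3 SD, cut at about 49% in these data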;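 note: 0% = DMSO plus EC80 beta-PEA response and 100% = DMSO alone without agonist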
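Test system: hTAAR1-expressing CHO RD-HGA16 cells, Gα16-coupled; Probe or stimulus: EC80 β-phenethylamine stimulus; Compound dosing: single nominal final test compound concentration of 3 µM; Timing: 140 s kinetic read after compound, 140 s after agonist; Signal: Fluo-8 calcium-sensitive fluorescence; Measure: % inhibition of agonist calcium response; Controls: DMSO and EC80 PEA controls.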
CHRM1 antagonist – human CHRM1 antagonism | P11229 | CHO-K1 hM1, Fluo-8 calcium fluorescence, ACh EC80 antagonist | inhibition, % at 3 µM | 360,000 compounds, 1.3% hits | AID 588852;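 active = percent inhibition above its own plate's cutoff, namely the mean of that plate's compound wells plus 3 SD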;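 note: peak over basal fluorescence ratio during 140 s after agonist addition; 0% = ACh EC80 plus DMSO and 100% = DMSO alone without agonist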
Target sequence (P11229 whole entry, looked up): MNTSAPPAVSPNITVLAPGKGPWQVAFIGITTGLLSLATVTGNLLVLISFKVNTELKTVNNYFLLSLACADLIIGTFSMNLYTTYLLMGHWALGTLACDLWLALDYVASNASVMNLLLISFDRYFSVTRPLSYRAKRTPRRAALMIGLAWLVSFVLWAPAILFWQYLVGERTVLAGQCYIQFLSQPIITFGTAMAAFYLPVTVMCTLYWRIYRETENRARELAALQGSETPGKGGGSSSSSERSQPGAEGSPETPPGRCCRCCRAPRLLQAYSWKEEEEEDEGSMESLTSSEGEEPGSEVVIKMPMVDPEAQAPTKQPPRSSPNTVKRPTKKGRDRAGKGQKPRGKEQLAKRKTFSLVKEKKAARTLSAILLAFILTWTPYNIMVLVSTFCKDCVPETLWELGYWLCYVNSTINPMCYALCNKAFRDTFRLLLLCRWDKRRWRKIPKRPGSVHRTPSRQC
CHRM1 PAM – human CHRM1 positive allosteric modulation; P11229; CHO-K1 hM1, Fluo-8 calcium fluorescence, ACh EC20; 0% = ACh EC20, 100% = maximal ACh; activation, % at 3 µM; 360,000 compounds, 0.088% hits; AID 588819; in the data active = activation above about 19%, passing the limit was not always enough
TAAR1 ag – human TAAR1 agonism; Q96RJ0; CHO RD-HGA16 TAAR1, Fluo-8 calcium fluorescence; vehicle wells 0%, saturating PEA agonist 100%; activation, % at 3 µM; 360,000 compounds, 0.99% hits;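 active = activation above the mean activation of all test compounds in the run plus 3 SD, cut at about 38% in these data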
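System: CHO-derived RD-HGA16 cells with stable Gα16 and human TAAR1 / Times: 17-24 h plating, Fluo-8 75 min 37 °C, 30 min RT / Technique: calcium-sensitive Fluo-8 signal, excitation 470-495, emission 515-575 nm / Measure: % activation relative to PEA EC100 response / Benchmarks: DMSO and PEA EC100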
CHO parental Ca – signal in parental CHO cells, OX1R antagonist counter-screen; parental CHO-K1, ATP-induced calcium, Fluo-8 fluorescence; inhibition, % at 5.6 µM; 330,000 compounds, 0.63% hits; AID 463079;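 active = inhibition above that plate's mean sample inhibition plus 3 SD, cut at about 26% in these data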;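 note: 0% = ATP-challenged DMSO wells and 100% = DMSO wells without ATP; some compounds past the cut are filed as inactive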
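Material: parental CHO cells / Compound: single nominal dose of 5.6 µM per compound / Signal: Fluo-8 fluorescence / Replicates: singlicate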
V1R ag counter – V1a receptor agonism, counter-screen for OXTR agonists; P37288; CHO-V1R cells, Fluo-8 calcium fluorescence, agonist mode; 0% DMSO, 100% 3 nM vasopressin; activation, % at 3 µM; 320,000 compounds, 0.25% hits;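 active = activation above the mean activation of all tested compounds plus 3 SD, per screening run, cut at about 20% in these data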;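 note: signal is peak over basal fluorescence ratio across a 100 second FLIPR read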
Target sequence (P37288 whole entry, looked up): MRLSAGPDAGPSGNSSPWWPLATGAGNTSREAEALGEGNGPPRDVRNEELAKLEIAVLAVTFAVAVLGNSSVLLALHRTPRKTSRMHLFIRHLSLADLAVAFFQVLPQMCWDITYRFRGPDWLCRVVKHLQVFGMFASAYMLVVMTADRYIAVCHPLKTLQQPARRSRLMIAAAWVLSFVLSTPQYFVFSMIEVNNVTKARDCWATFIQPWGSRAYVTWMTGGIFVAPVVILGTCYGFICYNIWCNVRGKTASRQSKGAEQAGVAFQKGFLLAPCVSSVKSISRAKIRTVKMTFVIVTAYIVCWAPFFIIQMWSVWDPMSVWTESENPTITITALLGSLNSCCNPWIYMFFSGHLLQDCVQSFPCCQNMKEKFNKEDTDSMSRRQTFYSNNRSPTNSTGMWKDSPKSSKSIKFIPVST
M1 ag – human M1 muscarinic receptor agonism | 360,000 compounds, 0.33% hits | CHO-K1 hM1, Fluo-8 calcium fluorescence, agonist mode; 0% DMSO, 100% acetylcholine EC100 | AID 588814 | P11229 | activation, % at 3 µM;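 active = activation above the run's mean compound activation plus 3 SD, cut at about 16% in these data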;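 note: peak over basal fluorescence ratio within a 140 s kinetic read after compound addition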
OXTR potentiate – potentiates the human oxytocin receptor response; CHO-OTR cells, Fluo-8 calcium fluorescence, potentiator mode; 0% = oxytocin EC15, 100% = EC100; 320,000 compounds, 0.061% hits; activation, % at 3 µM;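 active = activation above that plate's cutoff, the mean activation of tested compounds plus 3 SD, cut at about 6.6% in these data, passing the limit was not always enough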;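 note: 100% uses oxytocin at 75 nM as the full agonist control; some results filed as inactive read as strong as hits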
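assay system = CHO-OTR cells, human receptor | schedule = compound 6 min at room temperature before oxytocin, 100 s read | detection = Fluo-8 intracellular calcium fluorescence, ex 470-495, em 515-575 nm | evaluation = normalized max/min fluorescence ratio, % activation | control set = EC15 oxytocin alone as 0%, 75 nM oxytocin (EC100) as 100%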
The depositor's hits bear a star; / = not tested or not shown.

SMILES | OXTR ag | TAAR1 antag | CHRM1 antagonist | CHRM1 PAM | TAAR1 ag | CHO parental Ca | V1R ag counter | M1 ag | OXTR potentiate
CCOC(=O)C1CCCN(C(=O)CN2C(=O)/C(=C/c3ccc(OC)cc3)Oc3ccccc32)C1 (configuration not stated) | -1.8 | 7 | 5 | -3 | 2 | -31 | 0.1 | -7 | -11
COc1ccc(NC(=O)COC(=O)c2cnccn2)cc1Cl | 6.6 | -12 | -15 | 3 | 8 | -7 | 0.2 | -2 | -4
COC(=O)c1cccc(NC(=O)CN2CCN(c3ccc(OC)cc3)CC2)c1 | -2.2 | 9 | -1 | 13 | 1 | -8 | -1.2 | -3 | -4
CCc1ccccc1NC1c2ccccc2C(=O)N1c1cccnc1 (configuration not stated) | 1.2 | -25 | -22 | 2 | 5 | -19 | -0.7 | -4 | -11
CCc1ccc(OCCNC(=O)c2ccc(S(=O)(=O)N(C)C)cc2)cc1 | 1.6 | 6 | -9 | 6 | 3 | -18 | 0.9 | -5 | -1
CC(C)Oc1cc(NC(=O)CS(=O)CC(=O)N(C)C)c(Cl)cc1Cl (configuration not stated) | -1.8 | -22 | -5 | 5 | -2 | -8 | -0.7 | 0 | -9
CC(=O)N1CCC(C(=O)NC2CCCc3c2cnn3-c2cc(F)cc(F)c2)CC1 (configuration not stated) | 0.4 | -22 | 3 | 16 | 1 | -1 | 0.0 | 4 | -2
COc1ccccc1N(C)S(=O)(=O)c1ccc(C(=O)NCCCN2CCCC2=O)cc1 | / | 5 | -17 | 9 | 1 | / | / | -2 | /
NC(=O)NCC(=O)N1CCC(C(O)(c2ccccc2)c2ccccc2)CC1 | 0.2 | -4 | -9 | 4 | 7 | -11 | 0.1 | -4 | 2
Cc1cccn2c(=O)c3cc(C(=O)NC4CCCC4)c(=N)n(CC4CCCO4)c3nc12 (configuration not stated) | 0.0 | 8 | -10 | 5 | 0 | -18 | 0.2 | -12 | -3
Cc1cc(=O)c2ccc3ccccc3c2[nH]1 | 1.6 | 5 | -16 | 8 | 5 | -6 | 0.6 | -3 | -4
Cc1ccc(SCC(=O)c2c(C)nc3cc(C)ccn23)cc1 | 2.2 | -1 | -7 | 9 | 8 | -11 | 3.1 | -2 | -17
O=S(=O)(Cc1ncc(C(F)(F)F)cc1Cl)c1ccccc1 | -1.2 | -11 | -3 | 6 | -2 | -6 | -0.3 | -2 | -13
Cc1ccc(CNC(=O)C2CCCC2)cc1 | -2.0 | 15 | -16 | 11 | 1 | -8 | 0.6 | -4 | -5
Cc1ccnc(N/C=C(/NC(=O)c2ccccc2)C(=O)N/N=C\c2ccc(F)cc2)n1 | -1.2 | 16 | 12 | -6 | 0 | -27 | -0.7 | -1 | -1
O=C1CCCc2c1cc(C(=O)Nc1ccc(Cl)cn1)c(=O)n2-c1ccccc1 | -0.4 | 3 | -7 | 8 | 2 | 1 | -0.1 | -5 | -6
CCN(CC(=O)Nc1c(F)cccc1F)C(=O)c1n[nH]c2ccccc12 | -1.2 | 8 | -8 | 9 | 1 | -6 | 0.8 | 1 | -8
COC(=O)C(Cc1ccc(O)cc1)NC(=O)CCC(=O)Nc1ccc(S(N)(=O)=O)cc1 (configuration not stated) | 0.6 | 10 | -23 | 6 | 3 | -2 | 0.4 | -3 | -9
CC(=O)Nc1ccc(SCC(=O)Nc2ccc(Cl)cn2)cc1 | 0.5 | 3 | -11 | 10 | -1 | -10 | 0.3 | -7 | -7
COCc1c(C(=O)Nc2ccc(Cl)cc2F)oc2ccccc12 | 0.1 | 12 | 15 | -5 | -3 | -24 | -0.9 | 0 | 2
COc1ccc(/C(C)=N/NC(=O)c2nnn(-c3nonc3N)c2-c2ccccc2)cc1 | 14 | -10 | -16 | 10 | 123* | 7 | 2.1 | 5 | -6
CS(=O)(=O)N1CCN(C(=O)C(Sc2ccccc2)c2ccccc2)CC1 (configuration not stated) | -0.5 | 14 | 12 | -6 | 11 | -8 | -0.1 | -4 | -4
Cc1ccccc1N1C(=O)CC(c2c[nH]c3ccccc23)C1=O (configuration not stated) | 2.3 | -9 | -8 | 8 | 3 | -15 | 1.5 | -2 | -25
COC(=O)c1ccc2nc(Nc3nc4c(F)cc(F)cc4s3)sc2c1 | 0.8 | -7 | -10 | 12 | 10 | -3 | -1.0 | -8 | 2
Cc1ccc(C)c2[nH]c(=O)c(CN(Cc3ccco3)S(=O)(=O)c3ccc4c(c3)OCCO4)cc12 | -0.5 | 41 | 7 | -14 | 11 | -22 | 0.5 | -3 | -9

Copied from the list:
`CCc1ccc(OCCNC(=O)c2ccc(S(=O)(=O)N(C)C)cc2)cc1` – TAAR1 ag: 3
`CC(=O)Nc1ccc(SCC(=O)Nc2ccc(Cl)cn2)cc1` – TAAR1 ag: -1

The listing picks up; the 3 compounds before the break are reprinted first.
SMILES | OXTR ag | TAAR1 antag | CHRM1 antagonist | CHRM1 PAM | TAAR1 ag | CHO parental Ca | V1R ag counter | M1 ag | OXTR potentiate
Cc1ccccc1N1C(=O)CC(c2c[nH]c3ccccc23)C1=O (configuration not stated) | 2.3 | -9 | -8 | 8 | 3 | -15 | 1.5 | -2 | -25
COC(=O)c1ccc2nc(Nc3nc4c(F)cc(F)cc4s3)sc2c1 | 0.8 | -7 | -10 | 12 | 10 | -3 | -1.0 | -8 | 2
Cc1ccc(C)c2[nH]c(=O)c(CN(Cc3ccco3)S(=O)(=O)c3ccc4c(c3)OCCO4)cc12 | -0.5 | 41 | 7 | -14 | 11 | -22 | 0.5 | -3 | -9
COc1ccc(C(=O)NCC(=O)Nc2cccc(S(=O)(=O)NCc3ccco3)c2)cc1OC | -0.8 | -18 | 1 | 2 | 0 | -9 | -0.1 | -8 | -2
O=[N+]([O-])c1ccc(Cl)c(/C=N/Nc2nc(N3CCOCC3)nc(N3CCOCC3)n2)c1 | 0.0 | -5 | 3 | 2 | 6 | -8 | 0.5 | -2 | -13
C=CCOc1ccc(C2CC(C)=NN2c2ccccc2)cc1 (configuration not stated) | -1.8 | -37 | 1 | -7 | -1 | -29 | -1.2 | -7 | -4
Cc1nnc(N2C(=O)C(O)=C(C(=O)c3ccco3)C2c2ccc(F)cc2)s1 (configuration not stated) | 1.9 | -18 | -13 | 15 | 0 | 10 | 20 | 4 | 2
CN(C)c1ccc(CNC2CC(C)(C)NC(C)(C)C2)cc1 | -0.2 | 7 | -7 | 5 | 4 | -12 | 1.3 | -3 | -12
COc1ccc(CNC(=O)C2CCN(S(=O)(=O)c3ccc4c(c3)NC(=O)C(C)S4)CC2)cc1 (configuration not stated) | 3.3 | 8 | 3 | -4 | 2 | -13 | 3.5 | -1 | -11
COc1ccc(NC(=O)CSc2nc(N)c(C(=O)Nc3ccc(N(C)C)cc3)s2)cc1 | 6.5 | / | 4 | -8 | / | 17 | 6.6 | 0 | -19
Cc1nc2c3ccccc3nc(SCC(=O)N3CC(C)CC(C)C3)n2n1 (configuration not stated) | 0.1 | -11 | -6 | 4 | 8 | -10 | 0.4 | -3 | 5
CC1(C(=O)NS(=O)(=O)c2ccc3ccccc3c2)CCN1C(=O)Cc1ccc(Cl)cc1Cl (configuration not stated) | / | -14 | -9 | 6 | 1 | / | / | -2 | /
O=C(Nc1ccc2c(c1)OCO2)C1CCCCN1S(=O)(=O)c1ccc(F)cc1 (configuration not stated) | -2.0 | -9 | -10 | 10 | 8 | -10 | -0.3 | -4 | -2
FC(F)(F)c1ccccc1-n1ccnc1 | -0.3 | 0 | -3 | -9 | 0 | 2 | 0.1 | 0 | -4
CCOc1cc(N2CCOCC2)c(OCC)cc1NC(=O)c1cc(S(=O)(=O)N2CCOCC2)ccc1C | -0.5 | 1 | 3 | 3 | 2 | -18 | 0.6 | -1 | -2
CCOC(=O)CSc1nnc(CSc2nc3sc4c(c3c(=O)[nH]2)CCC4)n1C | 0.6 | -11 | -2 | 5 | 1 | -14 | 0.0 | -5 | 4
Cc1noc(C)c1S(=O)(=O)N(C)C[C@@H]1OCc2cnnn2CCCC(=O)N([C@H](C)CO)C[C@@H]1C | / | -4 | 18 | -12 | 0 | / | / | -8 | /
C=CCOc1c(Br)cc(/C=N/NC(N)=O)cc1OC | -1.0 | 13 | 2 | 3 | 1 | -2 | -0.6 | -6 | -4
O=C(C1=C[C@H](c2ccc(C(F)(F)F)cc2)C[C@H](OCc2ccc(CO)cc2)O1)N1CCOCC1 | 3.1 | 6 | -7 | 3 | 12 | -7 | 3.1 | -5 | -8
CCN(c1cccc(C(F)(F)F)c1)S(=O)(=O)c1ccc2c(c1)CCN2C(C)=O | 2.9 | -11 | 0 | -8 | 8 | -17 | 4.9 | -1 | -18
c1cc2c(c(NCc3ccncc3)c1)CCCC2 | 6.9 | 13 | -20 | -2 | 20 | -5 | 6.8 | 2 | -17
O=C(NC(=O)c1cccc(F)c1)Nc1nc(-c2ccc(F)cc2)cc(C(F)(F)F)n1 | 1.0 | -20 | 2 | 1 | 3 | 2 | 0.1 | 0 | 3
C[C@H](O)c1[nH]c2cc(F)ccc2c1[C@H](C)O | 0.3 | 2 | -13 | 12 | 0 | -11 | 1.0 | 0 | -4
COc1ccc(CN(C)C(=O)c2cccc(NC(=O)CC3SC(N4CCCCC4)=NC3=O)c2)c(OC)c1 (configuration not stated) | / | 20 | -2 | 1 | 2 | / | / | -1 | /
CCCNc1c(NC(=O)c2cccs2)c(=O)oc2ccccc12 | -0.4 | -14 | -14 | 14 | 0 | 0 | 0.1 | 2 | -11
Cc1nn2c(-c3ccccc3)nnc2c2ccccc12 | -1.8 | 6 | 2 | 3 | -1 | -18 | -1.6 | -5 | 4
CCOc1ccc(CC(=O)Nc2ccc(NC(=O)c3ccco3)cc2)cc1OCC | / | -17 | 13 | 0 | 2 | / | / | -1 | /
CN1CCCN(C(=O)/C=C/c2ccc(F)cc2)CC1 | -0.4 | 3 | 6 | -1 | -1 | -6 | 0.3 | -8 | -8
COc1ccc(C2CC(=O)C3=C(C2)Nc2ccccc2N(C(=O)C2CC2)C3c2cccnc2)cc1OC (configuration not stated) | -0.2 | 20 | -3 | 4 | 6 | -15 | 0.1 | -4 | -7
COc1ccc(/C=C/C(=O)Nc2ccccc2Cl)cc1S(=O)(=O)N1CCOCC1 | -0.2 | -7 | -12 | -6 | 2 | -21 | 0.5 | -2 | -1

Compounds were not picked by outcome; about 3.7% have a hit in one of these screens.
